FUS yeast rescue = suppressors of FUS proteinopathy in yeast. S. cerevisiae FUS-expressing, growth rescue, OD600, 24 h. Potency, µM (titrated, usually from 76.6 µM), for the others: at the top dose growth rescue (activation), actives largely listed as activators. 390,000 compounds, 0.24% hits. AID 1347120;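 note: potency is the fitted concentration of half-maximal effect; plate controls were DMSO vehicle for no effect and reference control for full effect; nearly all actives have a fitted effect of over 55% in size; some results filed as inactive show a strong effect at the top dose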
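Toxicity suppression screen in FUS-yeast. Cells induced with 2% galactose, starting OD 0.005, treated 24hr at 30C with compounds at multiple final concentrations; growth by OD600.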
aSyn rescue = rescues yeast growth from alpha-synuclein toxicity. Yeast expressing alpha-synuclein, growth rescue, BacTiter-Glo, 24 h. 370,000 compounds, 0.14% hits. Potency, µM (titrated, usually from 46.1 µM), without a hit: at the top dose growth rescue (activation), usual class: activators. AID 652106; note: potency is the fitted concentration of half-maximal effect; % of control where 0% means no effect; nearly all actives have a fitted effect of over 65% in size
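Galactose-induced alpha-syn yeast (OD600=0.02, raffinose-pregrown) + pinned cpd, 24 hr, 30 deg C; growth by BacTiter-Glo luminescence. Growth restoration scores as activation.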
WRN inhibitor = inhibitors of human WRN helicase; WRN helicase unwinding, fluorescent forked duplex, kinetic; Q14191; Potency, µM (top dose mostly 114 µM), without a hit: top-dose activity change, negative = inhibition, hits mostly inhibitors; AID 651768; 360,000 compounds, 0.46% hits; note: potency is the fitted concentration of half-maximal effect; % is set by controls: 0 for no effect and ±100 for the full control effect; nearly all actives have a fitted effect of over 55% in size
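Primary qHTS, 1536-well format. 20 nM WRN + compound, 15 min RT; start with 100 nM forked fluorophore/quencher duplex, 2 mM ATP (final); kinetic read ex 525/em 598 nm.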
PLK1 PBD block = blocks phosphopeptide binding to human PLK1 polo-box domain | P53350 | AID 720504 | Plk1 PBD binding of FITC phosphopeptide, fluorescence polarization | Potency, µM, for inactives: max response, negative = inhibition, most hits filed as inhibitors | 360,000 compounds, 2.8% hits; note: potency is the fitted concentration of half-maximal effect; series mostly up to about 57 µM; % is set by controls: 0 for no effect and ±100 for the full control effect; nearly all actives have a fitted effect of over 65% in size
Target sequence (P53350 whole entry, looked up, the tested form may be a part): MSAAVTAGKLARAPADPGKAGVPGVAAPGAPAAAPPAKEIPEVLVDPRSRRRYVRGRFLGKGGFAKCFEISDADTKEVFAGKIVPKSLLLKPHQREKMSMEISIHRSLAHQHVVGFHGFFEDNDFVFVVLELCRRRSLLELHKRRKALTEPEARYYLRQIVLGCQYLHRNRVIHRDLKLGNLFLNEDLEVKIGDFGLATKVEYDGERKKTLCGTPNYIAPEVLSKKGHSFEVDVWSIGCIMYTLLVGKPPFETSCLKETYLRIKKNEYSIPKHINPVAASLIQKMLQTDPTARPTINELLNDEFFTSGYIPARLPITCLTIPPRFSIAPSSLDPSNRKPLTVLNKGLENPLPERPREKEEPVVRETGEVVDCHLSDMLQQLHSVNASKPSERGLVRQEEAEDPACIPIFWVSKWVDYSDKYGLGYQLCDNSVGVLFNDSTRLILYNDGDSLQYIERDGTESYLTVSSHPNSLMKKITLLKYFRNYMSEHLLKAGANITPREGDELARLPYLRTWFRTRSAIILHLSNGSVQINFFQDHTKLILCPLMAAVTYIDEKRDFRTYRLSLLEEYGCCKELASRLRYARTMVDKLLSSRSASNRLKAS
Abeta yeast res = A-beta toxicity reversal in yeast; yeast expressing A-beta42, growth rescue, OD600, 48 h; response scale: 0% DMSO, 100% iron-clioquinol control; Potency, µM (doses to about 46.1 µM), without a hit: top-dose growth rescue, most hits filed as activators; 410,000 compounds, 0.063% hits; AID 1347071; note: potency is the fitted concentration of half-maximal effect; nearly all actives have a fitted effect of over 55% in size
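Yeast A-beta toxicity model in growth medium with pinned compounds, 48 h at 30 C; growth read as absorbance at 600 nm. Normalized to FeCl3/clioquinol equimolar mix (positive) and DMSO (negative).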
PI5P4K alpha inh = inhibitors of human PI5P4K alpha. P48426. PI5P4Kalpha enzyme, ADP-Glo luminescence, 60 min; stronger effect = lower value. max response, %. 330,000 compounds, 1.2% hits; active = max response of -50% or lower; inconclusive = between -30% and -50%; inactive = -30% or higher; note: value at the top dose of about 77 µM; % is set by controls: 0 for no effect and ±100 for the full control effect
Target sequence (P48426 whole entry, looked up): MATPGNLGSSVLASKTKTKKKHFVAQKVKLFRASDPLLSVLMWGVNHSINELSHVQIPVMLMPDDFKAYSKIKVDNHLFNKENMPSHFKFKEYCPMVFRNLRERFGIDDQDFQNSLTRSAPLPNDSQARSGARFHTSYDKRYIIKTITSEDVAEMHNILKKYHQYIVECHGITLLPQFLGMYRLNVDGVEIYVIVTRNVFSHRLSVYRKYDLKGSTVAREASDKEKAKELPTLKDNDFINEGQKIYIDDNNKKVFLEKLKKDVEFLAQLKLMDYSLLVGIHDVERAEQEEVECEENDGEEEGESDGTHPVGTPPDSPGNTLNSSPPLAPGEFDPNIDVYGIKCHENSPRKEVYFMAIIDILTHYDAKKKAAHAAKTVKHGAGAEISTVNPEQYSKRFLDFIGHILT
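Human PI5P4Kalpha with substrate in 0.038 M HEPES pH 7.4, 0.28 mM EGTA, 0.1% CHAPS, 5% DMSO; reaction started with 5 microM ATP (final), 60 min at room temperature. ADP formed read by ADP-Glo luminescence.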
IL-2 act = activators of IL-2 | IL-2 activation reporter assay, cell-based qHTS; stimulated with anti-CD3/CD4/CD28 beads; in transgenic mouse T cells | activation, % (series mostly up to about 46 µM) | 360,000 compounds, 0.065% hits; in the data active = activation above about 50%; inconclusive = mostly about 30% to 49%; note: 0% is about no effect
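Unstimulated transgenic mouse T cells, 750 per well, received compound and, after 60 minutes, anti-CD3/anti-CD4 bead plus anti-CD28 stimulation. EGFP and DsRed were quantified after 18 hours.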
EPAC1 antagonist = antagonists of human EPAC1. 360,000 compounds, 0.14% hits. O95398. EPAC1 GEF assay, Rap1b-BODIPY-GDP exchange fluorescence. Potency, µM (doses to about 115 µM), without a hit: at the top dose activity change, negative = inhibition, most hits filed as inhibitors;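 note: potency is the fitted concentration of half-maximal effect; plate controls were vehicle for no effect and positive control for full effect; nearly all actives have a fitted effect of over 50% in size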
EPAC1 agonist = agonists of human EPAC1; Potency, µM (highest dose often 154 µM), for the others: at the top dose activation, actives largely listed as activators; 360,000 compounds, 0.073% hits; EPAC1 agonist qHTS, biochemical assay; response scale: 100% = response to 6.5 mM cAMP; O95398; note: potency is the fitted concentration of half-maximal effect; nearly all actives have a fitted effect of over 60% in size
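Nucleotide exchange by EPAC1 (100 nM) on Rap1B–BODIPY-GDP (250 nM) in the presence of 50 uM GDP is tracked fluorescently at 480/540 nm over 30 min. Signals are normalized to a 6.5 mM cAMP control.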
* = called active by the depositor; u = inconclusive; x = not tested or not shown. Unless noted, calls come from the whole dose curve; as a rule, active = well fitted curve in the direction sought with a large enough effect; inconclusive = small, poorly fitted or top-dose-only effect, or another doubt; inactive = no such curve, though single readings can be large; an effect the other way counts as inactive or inconclusive.

Compound	FUS yeast rescue	aSyn rescue	WRN inhibitor	PLK1 PBD block	Abeta yeast res	PI5P4K alpha inh	IL-2 act	EPAC1 antagonist	EPAC1 agonist
CC(=O)N1CCN(C(=O)c2cc(S(=O)(=O)N3CCCCC3)ccc2Cl)CC1	-17%	0%	4%	-2%	13%	7	-2.2	3%	3%
COc1ccc(/C=N/NC(=O)CCCOc2ccc(Cl)cc2Cl)cc1	x	u	-20%	2%	4%	34	-2.3	-26%	10%
O=C(Nc1cc(Cl)cc(Cl)c1)c1coc(=O)c(Br)c1	50%	-19%	u	-11%	-15%	-23	-0.9	-7%	4%
Cc1ccnc(NC(=O)CNC(=O)c2ccc(C)s2)c1	42%	-4%	-13%	-7%	-3%	-13	0.1	3%	-27%
Cc1ccc(NC(=O)c2cc(C)n(-c3cccc(C)c3)c2C)cc1	47%	-5%	1%	-6%	-15%	1	-0.9	4%	-14%
CCOC(=O)c1c(N)sc(C(=O)Nc2ccccc2)c1C	-26%	-24%	-17%	21µM*	-27%	-4	-1.4	u	-5%
C/C(=C\c1ccc(F)cc1)C(=O)c1c(C)cc(C)[nH]c1=O	-32%	-8%	-1%	-18%	10%	0	-0.5	-13%	5%
CN(C)S(=O)(=O)c1ccc(C(=O)Nc2nnc(-c3ccc4c(c3)CCCC4)o2)cc1	4%	-6%	1%	-27%	11%	-21	0.3	-6%	0%
CCCn1c(SCC(=O)N(CC)c2c(N)n(Cc3ccccc3)c(=O)[nH]c2=O)nnc1-c1ccncc1	x	5%	1%	1%	-19%	3	-1.6	-8%	-19%
NC(=S)NNC(=O)/C(=C/c1ccc(Br)cc1)NC(=O)c1ccccc1	-24%	-1%	2%	-9%	-5%	3	-1.4	9%	-10%
CC(=O)c1sc(NC(=O)c2c(F)cccc2F)nc1-c1ccccc1	-8%	3%	-5%	-4%	6%	-2	-1.3	-18%	-6%
CCOC(=O)[C@]12CCC=C1N(Cc1ccc3c(c1)OCO3)C(=O)[C@H](CC(=O)NCc1ccccc1)C2	37%	2%	-9%	-9%	1%	4	-0.7	-16%	-5%
Cc1cc(C)c(NC(=O)C2CCN(c3cnccn3)CC2)c(C)c1	-13%	1%	-4%	-2%	21%	1	3.1	8%	-1%
Cc1nnsc1S(=O)c1ccc(Cl)cc1 (configuration not stated)	-20%	-7%	0%	-12%	-22%	-2	0.6	-6%	-7%
Cc1ccc(NC(=O)CCC(=O)N/N=C/c2cccs2)cc1	-26%	1%	-1%	u	2%	1	-0.2	3%	-9%
COC(=O)c1nn(-c2ccccc2)c(Cl)c1/C=N/OCc1c(Cl)cccc1Cl	-16%	7%	-11%	-13%	-2%	7	-0.6	-3%	-5%
CC1CCC(=NNC(=O)c2ccccc2-n2cccc2)CC1 (configuration not stated)	u	4%	-7%	-2%	-5%	0	0.0	-12%	-1%
CCOc1ccc(Nc2ncnc3c2nnn3Cc2ccccc2)cc1	0%	-3%	7%	3%	-10%	-3	0.4	-3%	-11%
Cn1c2ccccc2c(=O)c2cc(C#Cc3ccsc3)ccc21	-1%	-10%	12%	1%	-9%	-1	-0.2	3%	-14%
CN1CCN(c2ccc(NC(=O)c3cc4ccccc4o3)cc2)CC1	-3%	-7%	0%	-11%	-11%	5	0.5	-3%	10%
COc1ccccc1N1CCN(c2nc(-c3ccccc3)cc(C(F)(F)F)n2)CC1	2%	-1%	-3%	1%	13%	11	-0.3	6%	1%
CCCC(=O)N1CCCC1(C)C(=O)NCc1ccc(F)cc1Cl (configuration not stated)	-29%	0%	-8%	-2%	1%	-3	-0.2	-2%	1%
COC(=O)c1nc(-c2ccccc2)oc1N1CCOCC1	14%	3%	2%	-13%	-5%	-6	-2.4	4%	-7%
Cc1csc2nc(CNC(=O)C3CC=CCC3C(=O)O)cn12 (configuration not stated)	-17%	1%	-6%	-8%	1%	5	-1.1	-12%	0%
Cc1c(Cl)cccc1NC(=O)Cc1cccs1	-5%	4%	-1%	6%	26%	-16	-0.5	4%	12%
COc1ccc([N+](=O)[O-])cc1/C=N/Nc1nn[nH]n1	37%	-3%	-2%	-7%	-13%	-6	0.1	u	-11%
C=CCOc1ccc(Oc2cc(C)nc(SC)n2)nn1	16%	1%	3%	-1%	20%	1	1.1	-10%	-6%
COc1ccc(/C=N/NC(=O)c2nonc2C)cc1	9%	2%	3%	-11%	-12%	-16	-0.3	3%	-7%
Brc1ccccc1-c1nc2c3ccccc3ncn2n1	23%	-6%	3%	2%	-7%	0	1.2	0%	-2%
CC(=O)Nc1ccc(N(CC(O)Cn2c3ccccc3c3ccccc32)S(=O)(=O)c2ccc(C)cc2)cc1 (configuration not stated)	u	-4%	-13%	0%	-13%	1	-4.6	u	-2%
CCOc1ccc(C(=O)NCC(=O)OCC(=O)Nc2ccc(C)c(S(=O)(=O)N(C)C)c2)cc1	11%	-5%	-1%	-13%	5%	-8	-3.0	3%	3%
Cc1ccc(NC(=O)CN(C)C(=O)c2ccc(-n3cncn3)c([N+](=O)[O-])c2)cc1	9%	5%	-8%	4%	3%	0	-3.5	3%	-14%
O=C(CN(C(=O)c1ccc(Cl)cc1)N1C(=O)C2C3C=CC(C3)C2C1=O)c1cccs1 (configuration not stated)	10%	-1%	6%	-1%	6%	3	2.0	8%	6%
Cc1c(NC(=O)COC(=O)CSc2ccc([N+](=O)[O-])cc2)c(=O)n(-c2ccccc2)n1C	x	-7%	-1%	-14%	-5%	4	-0.1	8%	13%
CC(OC(=O)c1ccc(Cl)c(S(=O)(=O)N2CCOCC2)c1)C(=O)NC1CCCCC1C (configuration not stated)	x	1%	-15%	-3%	1%	5	-1.1	-16%	1%
CC1CCN(C(=O)C(C)NCc2ccc(F)cc2)CC1 (configuration not stated)	0%	0%	-30%	17µM*	-2%	-8	0.0	12%	-3%
CCc1cccc2c(C#N)cn(CC(=O)NCc3ccco3)c12	6%	-3%	18%	-7%	5%	2	-2.0	11%	-13%
CCC/C(O)=C1\C(=O)CC(C)(C)CC1=Nc1ccccc1OC	6%	-1%	9%	-22%	-11%	4	-2.9	-1%	-7%
O=C1c2ccccc2-c2cc(Br)ccc2NC1O (configuration not stated)	-15%	22µM*	-4%	7%	5%	0	-1.2	8%	-1%
O=C(Nc1cccc(Cl)c1)Nc1ccc2nccnc2c1	2%	-1%	-7%	1%	-11%	-7	-2.4	-17%	0%
COc1ccc(-n2c(SCC(N)=O)nc3sc4c(c3c2=O)CCN(C)C4)cc1	49%	-1%	9%	-3%	4%	-6	0.0	-19%	-2%
CCCCn1c(N)c(N(CC)C(=O)c2ccccc2C(F)(F)F)c(=O)[nH]c1=O	33%	1%	0%	1%	5%	7	0.0	6%	1%
COCC(C)n1c(SCc2cc(=O)n3cc(C)ccc3n2)nc2ccccc2c1=O (configuration not stated)	15%	-8%	-30%	-7%	-12%	-11	-3.2	-22%	11%
Cc1cc(/C=C(\C#N)C(=O)NCC2CCCO2)c(C)n1-c1ccc(Cl)cc1 (configuration not stated)	30%	-3%	-15%	-8%	-16%	x	-1.7	-18%	16%
CC(c1ccccc1)N1C(=O)c2ccccc2C1O (configuration not stated)	-18%	1%	4%	-6%	7%	9	-1.1	0%	-1%
Cc1ccccc1C(O)c1ccccn1 (configuration not stated)	-7%	13%	4%	-4%	5%	x	-0.9	2%	-1%
Cc1ccc(COc2ccc(S(=O)(=O)N3CCCC3)cc2C(N)=O)cc1	-7%	0%	-5%	0%	9%	5	0.6	21%	2%
Cc1ccc(C(=O)CCC(=O)OCC(=O)N(CC(C)C)c2c(N)n(Cc3ccccc3)c(=O)[nH]c2=O)cc1	26%	1%	-3%	-2%	-9%	6	-0.4	-9%	-18%
Cc1ccc(C)c(NC(=S)Nc2cccnc2)c1	-17%	2%	-5%	-16%	-1%	0	-1.3	-22%	9%
C[C@@H]1CN([C@H](C)CO)S(=O)(=O)c2ccc(Br)cc2O[C@@H]1CN(C)Cc1ccc(-c2ccccc2)cc1	24%	9%	-3%	-3%	17%	3	-3.1	-3%	-10%
COc1ccccc1-c1cnc2c(c1)C(=O)N([C@@H](C)CO)C[C@@H](C)[C@H](CN(C)C(=O)c1cccnc1)O2	11%	4%	-8%	-14%	-6%	10	-2.1	5%	12%
CCOC(=O)CNC(=O)CSc1ncnc2c1cnn2-c1ccc(Cl)cc1	8%	-4%	-1%	24µM*	u	2	-3.3	-5%	6%
Cn1c2ccccc2c2nnc(NN)nc21	-3%	2%	-15%	-20%	-8%	-4	-0.2	-9%	5%

Quoted from the listing:
CC(=O)N1CCN(C(=O)c2cc(S(=O)(=O)N3CCCCC3)ccc2Cl)CC1 in EPAC1 antagonist is listed with 3%
Cc1nnsc1S(=O)c1ccc(Cl)cc1 (configuration not stated) in EPAC1 antagonist is listed with -6%

Screening data deposited in PubChem by National Center for Advancing Translational Sciences (NCATS).
